TrxR1 substrate: qHTS Assay for Substrates of Mammalian Selenoprotein Thioredoxin Reductase 1 (TrxR1): qHTS. purified TrxR1 substrate turnover, NADPH consumption readout. Potency, µM (doses to about 114 µM), without a hit: at the top dose activity change, negative = substrate turnover. 390,000 tested, 0.01% active. AID 588456, 2011; note: potency is the fitted concentration of half-maximal effect; % is set by controls: 0 for no effect and ±100 for the full control effect; nearly all actives have a fitted effect of over 50% in size
Target sequence (O89049 whole entry, looked up): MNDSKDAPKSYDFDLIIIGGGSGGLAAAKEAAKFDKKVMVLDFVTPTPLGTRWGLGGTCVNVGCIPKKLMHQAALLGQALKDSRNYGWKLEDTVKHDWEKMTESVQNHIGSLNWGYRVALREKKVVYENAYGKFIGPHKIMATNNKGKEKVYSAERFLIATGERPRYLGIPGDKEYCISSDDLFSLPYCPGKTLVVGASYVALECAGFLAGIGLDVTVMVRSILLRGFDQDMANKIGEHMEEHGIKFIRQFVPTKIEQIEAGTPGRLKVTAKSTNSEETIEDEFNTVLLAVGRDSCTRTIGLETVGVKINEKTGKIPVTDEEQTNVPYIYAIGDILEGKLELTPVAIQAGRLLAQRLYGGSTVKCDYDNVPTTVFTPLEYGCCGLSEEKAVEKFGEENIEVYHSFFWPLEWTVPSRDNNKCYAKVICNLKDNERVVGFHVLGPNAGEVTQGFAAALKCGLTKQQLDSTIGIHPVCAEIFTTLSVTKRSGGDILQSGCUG
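Rat TrxR1, dispensed at 90 nM, was prereduced with 400 uM NADPH (final) for 5 min at ~22 deg C, then incubated with compound 15 min before 400 uM selenite. A first-read NADPH fluorescence drop versus no-compound background flagged substrates.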
Vif-APOBEC3G blk: qHTS for Inhibitors of Vif-A3G Interactions: qHTS; DNA dC->dU-editing enzyme APOBEC-3G (Homo sapiens), Q9HC16; HeLa A3G-eYFP + Vif (tagged APOBEC3G with the HIV-1 protein that degrades it), YFP fluorescence, overnight; Potency, µM (series often up to 46.1 µM), for the others: at the highest dose activity, negative = active, hits mostly inhibitors; 410,000 tested, 0.076% active; AID 602310, 2012;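 note: potency is the fitted concentration of half-maximal effect; % is set by controls: 0 for no effect and ±100 for the full control effect; nearly all actives have a fitted effect of over 60% in size; hits raise eYFP signal because A3G escapes Vif-driven loss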
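HeLa cells stably expressing Vif and C-terminally eYFP-tagged A3G, seeded overnight at 37 deg C, then exposed to compound by pintool overnight at 37 deg C. Rise in yellow fluorescence (Ex 488/Em 500-530, Acumen) marks blocked Vif-driven A3G degradation.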
rTrxR1 inhibitor: qHTS Assay for Inhibitors of Mammalian Selenoprotein Thioredoxin Reductase 1 (TrxR1): qHTS; recombinant rTrxR1, NADPH fluorescence consumption, selenite substrate; Potency, µM (titrated, usually from 114 µM), without a hit: top-dose activity change, negative = inhibition, usual class: inhibitors; AID 588453, 2011; 390,000 tested, 1% active; Thioredoxin reductase 1, cytoplasmic (Rattus norvegicus), O89049; note: potency is the fitted concentration of half-maximal effect; % is set by controls: 0 for no effect and ±100 for the full control effect; nearly all actives have a fitted effect of over 65% in size
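Rat TrxR1 (90 nM in the dispensed reagent) was pre-reduced with 400 uM NADPH for 5 min at room temperature, then incubated with compound for 15 min. After 400 uM selenite was added, NADPH fluorescence (Ex 340/Em 450 nm) was followed for 8 min.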
GRP78 ERSR act: qHTS for Inducers of the Endoplasmic Reticulum Stress Response (ERSR) in Human Glioma: qHTS. Potency, µM, inactives show top-dose activation, hits mostly activators. 420,000 tested, 0.02% active. U87-MG GRP78 promoter luciferase reporter, 16 h; note: potency is the fitted concentration of half-maximal effect; series mostly up to about 76 µM; % of control where 0% means no effect; nearly all actives have a fitted effect of over 35% in size
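Stably transfected U87-MG human glioma cells carrying a GRP78-based luminescent sensor were seeded at 1000 cells/well, pin-dosed with compounds and incubated 16 h. Luciferase reagent was then added, and end-point luminescence was read after 10 min at room temperature.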
LDHA block: qHTS assay for inhibitors of human lactate dehydrogenase | L-lactate dehydrogenase A chain (Homo sapiens), P00338 | purified LDHA, NADH/diaphorase-resazurin fluorescence; active compounds read low | activity change, % (values are at about 110 or 230 µM) | 480,000 tested, 0.15% active | AID 1347041, 2019; in the data active = activity change below about -30%; inconclusive = mostly about -25% to -30%;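 note: plate controls were DMSO wells for no effect and wells without enzyme for full effect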
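Enzyme activity of human lactate dehydrogenase 5 (2 nM; 0.06 mM NADH, 0.2 mM pyruvate, 5 min, RT) is measured via a resazurin/diaphorase fluorescence readout of residual NADH.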
Vif-APOBEC3F blk: qHTS for Inhibitors of Vif-A3F Interactions: qHTS; HeLa A3F-eYFP + Vif (tagged APOBEC3F with the HIV-1 protein that degrades it), YFP fluorescence increase; Potency, µM (doses to about 46.1 µM), without a hit: at the highest dose activity, negative = active; 390,000 tested, 0.2% active; AID 602313, 2012; note: potency is the fitted concentration of half-maximal effect; % of control where 0% means no effect; nearly all actives have a fitted effect of over 65% in size
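HeLa cells stably expressing A3F-eYFP plus Vif, plated and incubated overnight at 37 deg C, then exposed to compounds overnight at 37 deg C. Blocked degradation read as raised yellow fluorescence (Ex 488/Em 500-530).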
IDH1 R132H inh: qHTS for Inhibitors of mutant isocitrate dehydrogenase 1 (IDH1): qHTS; Isocitrate dehydrogenase [NADP] cytoplasmic (Homo sapiens), O75874; IDH1-R132H enzyme, NADPH consumption, diaphorase/resazurin fluorescence; Potency, µM (titrated, usually from 76.6 µM), inactives show at the highest dose activity change, negative = inhibition, most hits filed as inhibitors; 390,000 tested, 0.093% active; AID 602179, 2012; note: potency is the fitted concentration of half-maximal effect; % is set by controls: 0 for no effect and ±100 for the full control effect; nearly all actives have a fitted effect of over 65% in size
Target sequence (O75874 whole entry R132H, stated change not applied): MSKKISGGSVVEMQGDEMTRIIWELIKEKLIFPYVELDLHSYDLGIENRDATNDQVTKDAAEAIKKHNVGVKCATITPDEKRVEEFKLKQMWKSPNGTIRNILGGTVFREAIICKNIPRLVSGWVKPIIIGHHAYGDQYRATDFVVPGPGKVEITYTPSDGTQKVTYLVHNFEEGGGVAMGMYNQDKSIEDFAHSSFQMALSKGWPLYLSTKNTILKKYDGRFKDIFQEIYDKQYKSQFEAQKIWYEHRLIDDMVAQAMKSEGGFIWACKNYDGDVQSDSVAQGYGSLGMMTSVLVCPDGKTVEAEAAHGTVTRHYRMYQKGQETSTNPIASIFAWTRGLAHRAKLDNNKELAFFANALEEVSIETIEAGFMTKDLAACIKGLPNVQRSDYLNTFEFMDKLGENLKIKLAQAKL
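IDH1-R132H (0.5 ug/mL) preincubated 30 min with compound, then NADPH (0.016 mM) and alpha-KG (2 mM) added; 80 min at RT, pH 7.5. Remaining NADPH coupled via diaphorase/resazurin to fluorescence (540/590 nm); concentration-response curves normalized to no-enzyme control.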
USP1-UAF1 inh: Inhibitors of USP1/UAF1: Primary Screen. Ubiquitin carboxyl-terminal hydrolase 1 (Homo sapiens), O94782. 390,000 tested, 0.23% active. Potency, µM (highest dose often 57.1 µM), for the others: top-dose activity change, negative = inhibition, hits mostly inhibitors. recombinant USP1/UAF1, Ub-Rhodamine cleavage fluorescence; note: potency is the fitted concentration of half-maximal effect; % is set by controls: 0 for no effect and ±100 for the full control effect; nearly all actives have a fitted effect of over 60% in size; inactives centre near -12
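USP1/UAF1 complex (1 nM) preincubated 15 min at room temperature with compound, then Ub-Rho substrate (150 nM final) added. Kinetic fluorescence at 480/540 nm over 6 reads at 60 s intervals; 50 mM HEPES pH 7.8, 0.5 mM EDTA, 0.1 mg/ml BSA, 1 mM TCEP, 0.01% Tween-20.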
RGS4 inh: Inhibitors of Regulator of G Protein Signaling (RGS) 4: qHTS | Regulator of G-protein signaling 4 (Homo sapiens), P49798 | Transcreener GDP fluorescence polarization, RGS4-accelerated GTP hydrolysis | Potency, µM (doses to about 114 µM), for inactives: at the highest dose activity change, negative = inhibition, most hits filed as inhibitors | 390,000 tested, 0.039% active | AID 504845, 2011; note: potency is the fitted concentration of half-maximal effect; % is set by controls: 0 for no effect and ±100 for the full control effect; nearly all actives have a fitted effect of over 75% in size; some results filed as inactive show a strong effect at the top dose
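MLSMR compounds (23 nl, pin-transferred) preincubated 10 min at room temperature with a 500nM (2x) first reagent, then RGS4 at 900nM (2x) plus Transcreener GDP mix added; fluorescence polarization (620/688 nm) read before and after 90 min at 30 °C.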
The depositor's hits bear a star; ? = inconclusive; · = not tested or not shown; [ ] = remark or other dose. Unless noted, calls come from the whole dose curve; as a rule, active = well fitted curve in the direction sought with a large enough effect; inconclusive = small, poorly fitted or top-dose-only effect, or another doubt; inactive = no such curve, though single readings can be large; an effect the other way counts as inactive or inconclusive. Some of the compounds tested. The share of hits here may be higher or lower than overall.

SMILES | TrxR1 substrate | Vif-APOBEC3G blk | rTrxR1 inhibitor | GRP78 ERSR act | LDHA block | Vif-APOBEC3F blk | IDH1 R132H inh | USP1-UAF1 inh | RGS4 inh
COc1ccccc1OCCNS(=O)(=O)c1ccc2oc3ccccc3c2c1 | -5% | 0% | 6% | 2% | 1 | 9% | 10% | -22% | -19%
C=CCn1c(=NC(=O)CN2C(=O)CCC2=O)sc2cccc(OC)c21 | 7% | -9% | 8%[57.1 µM] | -2% | 3 | 3% | 3% | -1% | 9%
COc1ccccc1N(CC(=O)NCCSc1ccccc1)S(C)(=O)=O | 9% | -1% | 27% | 0% | -11 | -1% | 12% | -2% | 32%
Cc1ccc(S(=O)(=O)c2cn(CC(=O)Nc3ccc(C)c(Cl)c3)c3ccc(C)cc3c2=O)cc1 | -1% | 4% | 14% | -1% | -3 | 0% | -16% | ? | -5%
COc1ccc2[nH]c(=O)c(CN(C(C)=O)c3cc(C)ccc3C)cc2c1 | · | -1% | · | -5% | -2 | 3% | 4% | -23% | ·
C/C(=C\c1ccccc1F)C(=O)c1c(C)cc(C)[nH]c1=O | 13%[57.1 µM] | -1% | 9%[57.1 µM] | -3% | -5 | 0% | 15% | 7% | 20%
COC(=O)COc1cccc(/C=N/NC(=O)CCSc2ccccc2)c1 | 2%[57.1 µM] | -5% | 18%[57.1 µM] | -1% | -15 | -8% | 7% | -12% | -7%
COc1ccc(Cl)cc1NC(=S)Nc1cccnc1 | -4% | 4% | ? | 0% | -2 | 0% | 11% | -14% | 6%
COc1ccc(NC(=S)N2CCc3ccccc3C2)cc1OC | 0% | -4% | 0% | 1% | 0 | 1% | 3% | -5% | -7%
O=C(CN(Cc1ccc2c(c1)OCO2)C(=O)CNS(=O)(=O)c1ccccc1)NCC1CCCO1 (stereo not given) | 11%[57.1 µM] | 0% | 19% | -4% | -8 | -14% | 2% | -2% | 24%
C[C@H](CO)N1C[C@H](C)[C@@H](CN(C)Cc2ccccc2C(=O)O)OCc2cnnn2CCCC1=O | · | 1% | · | -1% | -9 | -5% | -3% | -7% | ·
COc1ccc(C(=O)C2CCN(C(=O)c3ccc(OC)cc3)CC2)cc1 | -8% | 0% | -1%[57.1 µM] | -5% | -1 | 5% | 10% | -10% | -7%
C=CCn1c(-c2ccc(F)cc2)n[nH]c1=S | -14%[57.1 µM] | 0% | 0%[57.1 µM] | -5% | -3 | -1% | 3% | -15% | -18%
Cc1nn(-c2nnc(C)c(=O)[nH]2)c(C)c1SCC(=O)Nc1ccc(F)cc1 | -1% | 1% | 5% | 0% | 0 | 4% | 5% | 0% | -28%
Cc1cc(NC(=O)c2ccc(-c3ccc(Br)cc3)o2)cc(-c2nc3ncccc3o2)c1O | 7%[11.4 µM] | 0% | 6% | -1% | 0 | -5% | 13% | -23% | -2%
Cc1cc(N)n(-c2ccc(Oc3ccccc3)c(S(=O)(=O)O)c2)n1 | 2% | -5% | 23% | -3% | -1 | -6% | -5% | -21% | -14%
COc1ccc(NC(=O)CN(C)CCOc2ccc(Cl)cc2)cc1OC | 1% | 1% | 14% | -4% | -16 | -1% | 8% | -21% | 0%
O=C(Nc1ccc(S(=O)(=O)NC2=NCCCCC2)cc1)c1ccccc1Cl | 7%[57.1 µM] | 1% | 38%[activator][57.1 µM] | -5% | -1 | -11% | 7% | -16% | -36%[56.9 µM]
COc1cccc2cc(C(=O)c3ccc([N+](=O)[O-])cc3)oc12 | -10%[57.1 µM] | 0% | 16%[57.1 µM] | 4% | 2 | 1% | 6% | -11% | -7%
Fc1ccccc1OCCSc1ncnc2nc[nH]c12 | 2% | 1% | 22% | 4% | -9 | 0% | 5% | -9% | 16%
CC(=O)Oc1cccc(N2C(=O)CC(Nc3ccc(N4CCOCC4)cc3)C2=O)c1 (stereo not given) | 9%[57.1 µM] | -1% | ? | 4% | 24 | 3% | 10% | -22% | -29%
CCOC(=O)CCC(=O)NCc1ccc2[nH]c(C)cc2c1 | 8% | 0% | 29% | 0% | 12 | 1% | 4% | -5% | 6%
C[C@H](CO)N1C[C@H](C)[C@@H](CN(C)C(=O)Nc2ccnc(N3CCOCC3)c2)OCc2cnnn2CCCC1=O | · | 0% | · | -2% | 6 | -2% | -7% | -1% | ·
CSc1nc2ccccc2nc1N(C)S(=O)(=O)c1ccc(C)cc1 | -10% | -2% | -13% | 2% | 1 | 17% | 0% | -27% | -11%
CC(CN1CCOCC1)OC(=O)c1cccs1 (stereo not given) | -5% | 1% | 3% | 1% | -2 | -7% | 6% | 4% | 16%
SMILES | TrxR1 substrate | Vif-APOBEC3G blk | rTrxR1 inhibitor | GRP78 ERSR act | LDHA block | Vif-APOBEC3F blk | IDH1 R132H inh | USP1-UAF1 inh | RGS4 inh
O=c1cc(Cn2ccnc2)c2cc(O)ccc2o1 | 4% | 0% | 12% | -6% | 2 | -2% | 7% | -26% | -2%
CCC1Oc2ccccc2N(CC(=O)N2CCCC2)C1=O (stereo not given) | · | 2% | · | -4% | 0 | -3% | 11% | -16% | ·
O=C(Nc1ccc2[nH]ncc2c1)c1ccccc1Br | 13%[57.1 µM] | -1% | 29%[57.1 µM] | -5% | 0 | 5% | 0% | 1% | 13%
CC(C)(C)c1cc(C(=O)Nc2ccc(F)cc2)n(Cc2ccc(F)cc2)n1 | -3% | 0% | 23% | -2% | 1 | -13% | -8% | -15% | 9%
C=CCn1cccc(C(=O)Nc2ccc(F)cc2)c1=O | -2% | 7% | 21% | 4% | 1 | -3% | -4% | -7% | 3%
COc1cccc(CNS(=O)(=O)c2ccc3c(c2)CC(C)N3C(=O)C2CC2)c1 (stereo not given) | 0% | 4% | 17% | -4% | -7 | -7% | -5% | -7% | 39%[11.4 µM]
CCOC(=O)C1=C(COC(=O)CCNS(=O)(=O)c2ccc(C)c(C)c2)NC(=O)NC1C (stereo not given) | 3% | 3% | 35% | -2% | -5 | -1% | -2% | 0% | 25%
CCN(c1ccccc1)S(=O)(=O)c1ccc(C(=O)NNC(=O)c2ccccc2F)cc1 | 2% | ? | 21% | -4% | 3 | 3% | 1% | -22% | -21%
NS(=O)(=O)c1ccc(NC(=O)COC(=O)c2ncc(Cl)c(Cl)c2Cl)cc1 | 7% | -3% | 13%[57.1 µM] | -3% | -5 | 0% | -4% | -12% | -3%
COc1cc2nc(SCc3cccc(Cl)c3)n3nc(CCn4nc(C)cc4C)nc3c2cc1OC | 4% | 1% | 26% | 4% | 1 | -13% | -13% | -28% | 5%
CCOc1ccc(CCNC(=O)CCc2nnc3ccc(N4CCCC4)nn23)cc1OCC | 3% | -1% | 8% | -6% | 3 | -1% | 9% | -19% | -17%
Cn1cccc1CC(=O)N/N=C/C=C/c1ccco1 | -4% | 1% | 50µM* | -4% | 8 | -3% | 5% | -9% | ?

Reformatted as labelled records: entries from further up.
O=C(Nc1ccc2[nH]ncc2c1)c1ccccc1Br
- TrxR1 substrate: 13%[57.1 µM]
- Vif-APOBEC3G blk: -1%
- rTrxR1 inhibitor: 29%[57.1 µM]
- GRP78 ERSR act: -5%
- LDHA block: 0
- Vif-APOBEC3F blk: 5%
- IDH1 R132H inh: 0%
- USP1-UAF1 inh: 1%
- RGS4 inh: 13%

CC(C)(C)c1cc(C(=O)Nc2ccc(F)cc2)n(Cc2ccc(F)cc2)n1
- TrxR1 substrate: -3%
- Vif-APOBEC3G blk: 0%
- rTrxR1 inhibitor: 23%
- GRP78 ERSR act: -2%
- LDHA block: 1
- Vif-APOBEC3F blk: -13%
- IDH1 R132H inh: -8%
- USP1-UAF1 inh: -15%
- RGS4 inh: 9%

C=CCn1cccc(C(=O)Nc2ccc(F)cc2)c1=O
- TrxR1 substrate: -2%
- Vif-APOBEC3G blk: 7%
- rTrxR1 inhibitor: 21%
- GRP78 ERSR act: 4%
- LDHA block: 1
- Vif-APOBEC3F blk: -3%
- IDH1 R132H inh: -4%
- USP1-UAF1 inh: -7%
- RGS4 inh: 3%

COc1cccc(CNS(=O)(=O)c2ccc3c(c2)CC(C)N3C(=O)C2CC2)c1 (stereo not given)
- TrxR1 substrate: 0%
- Vif-APOBEC3G blk: 4%
- rTrxR1 inhibitor: 17%
- GRP78 ERSR act: -4%
- LDHA block: -7
- Vif-APOBEC3F blk: -7%
- IDH1 R132H inh: -5%
- USP1-UAF1 inh: -7%
- RGS4 inh: 39%[11.4 µM]
